Screening data from PubChem.
mcGAS lum – mouse cGAS inhibition by luminescence; 160,000 compounds, 0.15% hits; AID 1259399; inhibition, % at 12.5 µM; recombinant cGAS, Kinase-Glo ATP depletion luminescence;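 further: 0% = negative control wells and 100% = reference inhibitor with no enzyme activity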
hcGAS lum – inhibitors of human cGAS; Q8N884; recombinant h-cGAS, ATP depletion, Kinase-Glo luminescence; inhibition, % at 12.5 µM; 290,000 compounds, 0.081% hits; AID 1259398;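 further: 0% = vehicle reaction and 100% = reaction without DNA for no activity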
Target sequence (Q8N884 whole entry, looked up): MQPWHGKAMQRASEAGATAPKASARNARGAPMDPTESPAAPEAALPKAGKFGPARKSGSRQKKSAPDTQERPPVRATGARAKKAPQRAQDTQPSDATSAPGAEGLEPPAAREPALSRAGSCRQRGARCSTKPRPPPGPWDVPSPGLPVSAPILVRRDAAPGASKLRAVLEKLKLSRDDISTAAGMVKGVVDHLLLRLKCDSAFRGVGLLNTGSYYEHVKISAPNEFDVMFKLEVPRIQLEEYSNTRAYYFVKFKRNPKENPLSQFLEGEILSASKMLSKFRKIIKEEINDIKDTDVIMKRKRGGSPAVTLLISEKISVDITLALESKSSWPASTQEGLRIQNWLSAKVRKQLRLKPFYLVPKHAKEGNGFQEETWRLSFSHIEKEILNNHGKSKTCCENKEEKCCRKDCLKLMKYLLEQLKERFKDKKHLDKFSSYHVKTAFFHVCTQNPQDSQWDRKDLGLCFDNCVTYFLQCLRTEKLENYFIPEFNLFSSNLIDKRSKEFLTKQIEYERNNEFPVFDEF
NPYLR7 agonist – activates Aedes aegypti NPYLR7 receptor. HEK293T NPYLR7/Galpha15, GCaMP6s calcium fluorescence. activation, % at 10 µM. 270,000 compounds, 0.15% hits. AID 1259423; in the data active means activation above about 40%;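 further: 0% = vehicle and 100% = reference agonist at the receptor; some compounds past the cut are filed as inactive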
* = called active by the depositor; / = not tested or not shown; & = joins results of further samples. Unless noted, no stated cut-off is given here; in the data, active means inhibition above about 40%; inactive means the rest. This is a random part of the collection (roughly 0.29% active in at least one column).

SMILES | mcGAS lum | hcGAS lum | NPYLR7 agonist
CCc1[nH]n(C)c(=O)c1C1=C(N(C)Cc2ccccc2)C(=O)N(c2ccc(OC)cc2OC)C1=O | -4.7 | -4.7 | 27.2
O=C(C1COc2ccccc21)N1CC2CCC1C2 (centres undefined) | / | 26.3 | -2.2
O=C1CN(C(=O)c2cnn(-c3cccc(C(F)(F)F)c3)c2-n2cccc2)CCN1 | / | -5.7 | 3.2
Cc1cc(Cl)cc2sc(NCCN(C)C)nc12 | / | -2.5 | 2.1
CC(=O)N1CCc2cc(NC(=O)Cc3ccc(NS(=O)(=O)c4ccc(F)cc4)cc3)ccc21 | -5.6 | -7.0 | 3.2
CCn1nc(C)c(C(=O)NCCC2CCCN(C)C2)c1C (centres undefined) | / | -6.3 | 25.6
CC(C)c1nc(CCN(C)S(=O)(=O)NCc2ccccc2)no1 | / | -2.8 | 0.4
Cn1nc(C(C)(C)C)cc1C(=O)N1CCN(C(c2ccccc2)c2ccc(F)cc2)CC1 (centres undefined) | -5.7 | -4.7 | 5.1
CN(C)CCNC(=O)c1ccc(-c2cc(-c3ccc(-c4ccccc4)cc3F)cnc2N)cc1 | -1.5 | -3.4 | 4.4
O=C1CN(C2CCSC2)CC(O)CN1C1CCCCC1 (centres undefined) | / | -4.8 | -2.1

The closing six records of the part above are carried over, then new ones follow:
SMILES | mcGAS lum | hcGAS lum | NPYLR7 agonist
CC(=O)N1CCc2cc(NC(=O)Cc3ccc(NS(=O)(=O)c4ccc(F)cc4)cc3)ccc21 | -5.6 | -7.0 | 3.2
CCn1nc(C)c(C(=O)NCCC2CCCN(C)C2)c1C (centres undefined) | / | -6.3 | 25.6
CC(C)c1nc(CCN(C)S(=O)(=O)NCc2ccccc2)no1 | / | -2.8 | 0.4
Cn1nc(C(C)(C)C)cc1C(=O)N1CCN(C(c2ccccc2)c2ccc(F)cc2)CC1 (centres undefined) | -5.7 | -4.7 | 5.1
CN(C)CCNC(=O)c1ccc(-c2cc(-c3ccc(-c4ccccc4)cc3F)cnc2N)cc1 | -1.5 | -3.4 | 4.4
O=C1CN(C2CCSC2)CC(O)CN1C1CCCCC1 (centres undefined) | / | -4.8 | -2.1
CCOc1ccc(C(C2Sc3nc(C)nn3C2=O)N2CCC(C(=O)OC)CC2)cc1OC (centres undefined) | -8.2 | -8.5 | 2.1
CC(C)(C)c1ccc(-c2ccnc(N3CCN(S(=O)(=O)c4ccc(Cl)cc4)CC3)n2)cc1 | -5.8 | -4.4 | 3.7
CN1CC(CNc2cnc3ccc(Cl)cc3n2)CC1=O (centres undefined) | / | -12.4 | 9.4
Cc1cccnc1CNCC1(O)CCCN(Cc2cccc(F)c2F)C1=O (centres undefined) | / | -0.9 | 6.6
COc1ccccc1N1CCN(/C(=C/C#N)c2ccc(F)cc2)CC1 | / | -2.5 | 3.4
COCC(=O)N1CCN(C(C(=O)Nc2ccc3c(c2)OCO3)C2CCCC2)CC1 (centres undefined) | -4.8 | -6.4 | 16.1
CC(C)CN(Cc1ccccn1)C(=O)CCc1cccnc1 | -9.4 | -7.1 | -1.7
O=C(NCCN1C(=O)SC(=Cc2ccccc2)C1=O)C1CCC1 | / | 7.1 | 1.0
CCc1ccc(C(=O)N2CCC3(CC2)SCCN3C(=O)c2cccs2)cc1 | 1.2 | 1.0 | -1.8
CC(C)C1CN(C(=O)c2ccc(-n3cccn3)cc2)CCCN1CC1CC1 (centres undefined) | -10.7 | -5.3 | -0.4
Ic1ncn(COCc2ccccc2)c1I | / | -1.3 | 1.4
Cc1[nH]c(=O)n(C)c(=O)c1CCC(=O)Nc1cc(C(F)(F)F)cc(C(F)(F)F)c1 | -8.1 | -2.4 | -8.1
Cn1cc(C(=O)N2CCCCCC2)cc(NC(=O)c2ccccc2C(F)(F)F)c1=O | -7.7 | -4.4 | -17.2
COc1cccc(CC(=O)NC2CCN(C(=O)c3cn(-c4ccccc4)nn3)CC2)c1 | / | 4.0 | -8.6
N#Cc1c(NC(=O)c2cccs2)sc2c1CCCC2 | -2.3 | -1.0 | 0.2
COc1ccccc1N(Cc1nnc2n1CCCCC2)C(=O)Nc1cccc(C)c1 | / | -7.9 | 1.2
COc1cccc(OCc2ccccc2)c1C(=O)Nc1ccc(C(C)(C)C)cc1 | / | -4.9 | -8.8
CCOC(=O)C1=C(COC(=O)Cc2cccs2)NC(=O)NC1C (centres undefined) | / | -5.1 | 0.6
NC(=O)Cc1csc(NC(=O)c2cc(F)ccc2F)n1 | / | 6.8 | -14.6
CCCCc1ccc(C(=O)Nc2ccc(N(C)C)c(C(=O)NCc3ccccc3)c2)cc1 | -4.9 | -7.5 | /
Cc1cc(NS(=O)(=O)c2cnc[nH]2)ncc1Br | / | 4.8 | 2.0
CN(Cc1ccco1)C(=O)CC1(c2cccc(C(F)(F)F)c2)CC(=O)N(C2CC2)C1=O (centres undefined) | -14.2 | -11.2 | 0.6
CCOc1ccccc1NC(=O)C12CCC(=O)N1c1ccccc1C(=O)N2Cc1ccccc1 (centres undefined) | / | -10.4 | -8.2
CCN1CCN(C(=O)c2ccc(CSc3nnc(-c4cccc(OC)c4)n3-c3ccccc3OC)cc2)CC1 | -5.2 | -12.4 | 16.7
O=C(NCc1cccc(-c2ncc(-c3ccc(F)cc3)[nH]2)c1)c1cccs1 | -5.0 | -2.0 | 30.0
Cc1cccc(CO[C@]2(C(=O)NC3CC3)CC(OCc3cccc(Cl)c3)[C@H](O)[C@H](O)C2)c1 (some centres undefined) | -3.2 | -5.1 | -4.1
CCCC1=C(C(=O)OCC)C(c2cc(Br)c(O)c(OC)c2)NC(=O)N1 (centres undefined) | -3.3 | -2.9 | 0.5
O=C(c1sccc1S(=O)(=O)N1CCCC1)N1CCCC(c2ccn[nH]2)C1 (centres undefined) | -16.6 | -2.9&-2.4 | 2.7&1.8
CC(C)c1nccc(CN(Cc2ccco2)C(C)C(C)C)n1 (centres undefined) | -16.7 | -5.4 | 26.6
N#CC1(c2ccccc2)CCN(C(=O)C2CC=CCC2C(=O)NCCc2ccccc2F)CC1 (centres undefined) | / | -2.8 | -11.8
CS(=O)(=O)NC1CCN(Cc2ccc3c(c2)OC(F)(F)O3)CC1 | / | -4.1 | 12.3
CCN(C)c1c(C)nc2c(OCCOc3ccccc3)cccn12 | -1.2 | 0.4 | 1.5
CCc1ccc(N2C(=O)CC(C3CCCC=C3N3CCOCC3)C2=O)cc1 (centres undefined) | -8.0 | -8.8 | -4.4
C=C(C)CNc1sc(C(=O)Nc2sc3c(c2C(=O)OC)CCC3)c(N)c1C(N)=O | -0.5 | -0.8 | 12.1
COc1ccc(N2CCN(c3ccc4nncn4n3)CC2)cc1 | -3.4 | -6.5 | 8.4
CCc1cc(NCCCN2CCCC2=O)nc(N2CCOCC2)n1 | / | 4.7 | 3.1
C=CCn1c(=NC(=O)Cc2ccc(S(C)(=O)=O)cc2)sc2cc(F)cc(F)c21 | / | -2.1 | 10.0
Cc1cc(OCC(=O)Nc2ncn[nH]2)c(C)cc1Br | / | -6.2 | 13.2
CC(=O)c1cc(C(=O)Nc2ccc(Cl)cc2)n(C)c1 | / | -13.2 | 6.8
O=C(NCc1ccccn1)c1ccc(NC(=O)c2ccco2)cc1 | / | -13.9 | 18.9
Cc1c(C)n2c3c(=O)n(CCC(C)C)c(=O)n(C)c3nc2n1-c1ccccc1 | -10.6 | -9.6 | 5.2
Cc1noc(C)c1S(=O)(=O)N1CCC(C(=O)N(c2ccc3[nH]ccc3c2)C(C)CC(C)C)CC1 (centres undefined) | / | -1.3 | 2.6
Cc1ccc2nc(COc3ccc(C(=O)NCc4ccco4)cc3)cn2c1 | / | -3.9 | 18.4
Cc1ccnc(C(NC(=O)c2ccc(Cn3nnnc3C)cc2)C2CC2)c1 (centres undefined) | -15.3 | -2.2 | 17.4
CN(C)c1ccc(C(=O)NCCc2nc3cc(Cl)ccc3s2)cc1F | / | -4.1 | -8.3
O=C(NCCS(=O)(=O)N1CCN(c2ccc(F)cc2)CC1)C(c1ccccc1)c1ccccc1 | -6.6 | -2.8 | -3.9
Clc1ccccc1Sc1nc2ccccc2n2cnnc12 | -2.2 | -3.3 | 6.4
CC1(C)CC(C(=O)N2CCC(n3cc(-c4ccccn4)nn3)CC2)CCO1 (centres undefined) | -15.9 | -1.6 | 3.0
COc1ccc(-c2cnn3c(C)c(C(=O)NCC4COC(C)(C)O4)cnc23)cc1 (centres undefined) | -5.8 | -4.0 | 6.5
Cn1c(CCc2ccccc2O)nnc1SCC(=O)O | -9.0 | -6.6 | 1.9

Compound profiles, from the list above:
Clc1ccccc1Sc1nc2ccccc2n2cnnc12 as listed: mcGAS lum: -2.2; hcGAS lum: -3.3; NPYLR7 agonist: 6.4
CN(C)c1ccc(C(=O)NCCc2nc3cc(Cl)ccc3s2)cc1F as listed: mcGAS lum: /; hcGAS lum: -4.1; NPYLR7 agonist: -8.3
Cn1c(CCc2ccccc2O)nnc1SCC(=O)O as listed: mcGAS lum: -9.0; hcGAS lum: -6.6; NPYLR7 agonist: 1.9

Following part.
SMILES | mcGAS lum | hcGAS lum | NPYLR7 agonist
COc1cc(-c2ncn(/C=C\C(=O)OC(C)C)n2)cc(C(F)(F)F)c1 | 14.9 | -12.4 | 2.5
Cc1ccccc1C1c2ccsc2CCN1CC(=O)N1CCN(C(=O)COCc2ccccc2)C(C)C1 (centres undefined) | 0.8 | 3.2 | -3.7
CCc1nn(-c2ccc(F)cc2)c(CC)c1C(=O)NCC1CCCO1 (centres undefined) | 1.1 | -3.8 | /
C=CCc1c(C)nc2nc(SCC3=NC4C=CC=CN4C(=O)C3)nn2c1C (centres undefined) | / | -1.3 | 19.8
CCc1nc2ccc(C(=O)Nc3cccc(OCC(=O)N(C)C)c3)cn2c1N(C)Cc1ccc(N(C)C)cc1 | -1.8 | -4.5 | 6.4
CC(Sc1nnc(C2CC2)n1C1CC1)C(=O)NC12CC3CC(CC(C3)C1)C2 (centres undefined) | / | -7.6 | -1.2
CC1(C(=O)NCCc2c[nH]c3ccccc23)CCN1Cc1ccc(-c2ccccc2)o1 (centres undefined) | / | -11.1 | 6.4
Cc1cc(C)c[n+](C2=C(c3c(C)[nH]n(-c4ccccc4)c3=O)C(=O)N(CC(C)C)C2=O)c1 | -8.6 | -9.1 | -5.0
CC(C)(C#N)C(=O)Nc1ccc2nc(Cc3ccccc3)oc2c1 | / | 4.4 | -3.0
CCCCCCCCCCCCCC(=O)Nc1ccc(N2CCc3ccccc3C2)c(C(=O)NCCCOCC)c1 | -3.9 | 1.3 | /
CSc1ccccc1C(=O)NCc1c(C)ncc2c1CCN(C(=O)c1cc(F)c(F)cc1F)C2 | -13.3 | -6.5 | 18.8
Cc1ccc(Nc2nnc(SC(C)C(=O)N3CCCC3)s2)cc1 (centres undefined) | -2.1 | 4.3 | 9.7
Cc1cc(C)nc(SCc2cc(=O)c(OC(=O)c3cccc(C(F)(F)F)c3)co2)n1 | -3.9 | 0.5 | -14.3
CCc1c2c(nc3sc(C(=O)N4CCOCC4)c(N)c13)CC(C)(C)CC2=O | -7.7 | -3.6 | -4.7
NCC1CCN(c2ncccn2)CC1 | / | -9.7 | 0.0
CN1CCN(C(=O)CCCc2nnc3n(C)c(=O)c4sccc4n23)CC1 | / | 0.5 | 4.8
Cc1nnc(SCc2ccc(C(=O)NCc3ccc4c(c3)OCO4)cc2)n1-c1ccc(F)cc1 | -3.1 | -2.7 | -4.6
Cc1cc(C(C)(C)C)cc(C)c1CC(=O)NCCNC(=O)c1ccco1 | / | -9.9 | 3.5
Cc1ccc(N2C(=O)CSC2c2ccccc2NC(=O)CCl)cc1 (centres undefined) | 1.4 | 4.2 | 1.4
CCc1cn[nH]c1C1CCCN(C(=O)c2cccc(-n3cnnc3)c2)C1 (centres undefined) | -17.5 | -7.6 | 2.0
Cc1c(C(C)NC(=O)Cc2csc(Cc3ccccc3)n2)cnn1C (centres undefined) | / | -5.8 | 4.8
COCC(=O)N(Cc1csc(COc2ccccc2C(C)C)n1)C1CC1 | -1.9 | 1.4 | 22.4
Cc1[nH]n2c(=O)c3c(nc2c1-c1ccccc1)CCC3 | -6.4 | 2.3&5.9 | 3.7&1.0
COCCCN1C(=O)CC(CC(=O)N(C)Cc2n[nH]c3c2CCCCC3)(c2ccccc2C)C1=O (centres undefined) | / | -10.6 | 17.3
COc1cc(F)ccc1-c1c(-c2ccccc2)ncn1CCCN1CCCC1=O | -12.3 | -3.6 | 10.9
Cc1cc(-n2c(C)cc(C3=NNC(=NCCCN4CCOCC4)SC3)c2C)no1 | -14.4 | -2.5 | -2.0
COc1ccc(C(=O)NNC(=O)COCC(=O)NNC(=O)c2ccc(OC)cc2)cc1 | -2.6 | 0.3 | -4.2
O=C(c1cc(CN2CCOCC2)on1)N1CCNCC1c1ccccc1 (centres undefined) | -10.7 | -3.9 | -0.3
CCN(C)c1cc(Oc2ccc(Cl)c(C)c2)ncn1 | -7.3 | -8.9 | -8.7
O=C(c1cnn(-c2cccc(F)c2)c1-c1ccccc1)N1CCOCC1 | -5.0 | -8.5 | 19.3
CN1CCCC2(CC1)CCN(C(=O)c1cc(-c3cccn3C)n[nH]1)CC2 | / | -3.6 | -4.0
O[C@@H]1CN(Cc2cccc3cccnc23)CC[C@H]1c1ccc(F)cc1 | 0.8 | -2.9 | -1.1
Cn1nnnc1SCC(=O)Nc1ccc2oc3ccccc3c2c1 | 0.9 | 1.9 | -2.7
Cc1ccc(SC2(C(=O)N(C)Cc3cnccn3)CCCC2)cc1 | / | -3.7 | -2.3
COc1cc2c(cc1-c1nccn1CC1CCS(=O)(=O)C1)CCC2 (centres undefined) | / | -8.8 | 0.0
COc1ccc(S(=O)(=O)N(C)C)cc1NC(=O)c1c(-n2c(C)ccc2C)sc(C)c1C | / | -3.4 | 9.0
